Screening results as filed in PubChem BioAssay.
Nox1 inhibitor: inhibitors of human NADPH oxidase 1 (Nox1); Q9Y5S8; HT29 cells, luminol chemiluminescence ROS; inhibition, % at 6.7 µM; 16,000 tested, 0.81% active; AID 1792, 2009
TLR4 MyD88 blk: inhibitors of human TLR4-MyD88 binding. Cell-based TLR4-MyD88 binding inhibition assay. 16,000 tested, 0.06% active. Toll-like receptor 4 (Homo sapiens), O00206. inhibition, % at 10 µM; in the data active means inhibition above about 45%
PME-1 Maybridge: inhibitors of human PME-1 in Maybridge library. Protein phosphatase methylesterase 1 (Homo sapiens), Q9Y570. recombinant PME-1, FP-Rh probe fluorescence polarization. inhibition, % at 9 µM. 16,000 tested, 0.5% active. AID 2291, 2010; in the data active means inhibition above about 30%
Target sequence (Q9Y570 whole entry, looked up): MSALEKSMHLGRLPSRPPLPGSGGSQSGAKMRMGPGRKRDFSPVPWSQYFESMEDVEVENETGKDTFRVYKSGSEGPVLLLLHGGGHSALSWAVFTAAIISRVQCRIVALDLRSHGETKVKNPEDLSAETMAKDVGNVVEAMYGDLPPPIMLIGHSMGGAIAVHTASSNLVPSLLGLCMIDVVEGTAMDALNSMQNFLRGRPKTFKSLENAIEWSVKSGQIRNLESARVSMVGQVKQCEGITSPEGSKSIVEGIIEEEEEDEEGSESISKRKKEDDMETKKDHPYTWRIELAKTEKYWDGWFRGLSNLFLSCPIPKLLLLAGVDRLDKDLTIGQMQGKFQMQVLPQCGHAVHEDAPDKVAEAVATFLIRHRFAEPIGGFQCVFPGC
Luminol counter: counter-screen for Nox1 inhibitors: inhibitors of luminol chemiluminescence. inhibition, % at 6.7 µM. AID 1823, 2009. 16,000 tested, 0.4% active. HRP/luminol/H2O2 chemiluminescence counterscreen; further: reference of the scale not given here
OPRK1 antag MB: antagonists of human kappa opioid receptor OPRK1, Maybridge library; AID 652031, 2013; Kappa-type opioid receptor (Homo sapiens), P41145; 16,000 tested, 0.4% active; inhibition, % at 9 µM; OPRK1 cells, antagonist mode, fluorescence readout; in the data active means inhibition above about 50%
S1P1 ag: activates the human S1P1 receptor. S1P1 agonist cell-based reporter assay. activation, % at 4.5 µM. AID 1044, 2008. 16,000 tested, 1.5% active; in the data active means activation above about 80%
rat GALR2 ag: agonists of rat galanin receptor 2 (GALR2) | activation, % at 10 µM | 16,000 tested, 0.5% active | cell-based GALR2 agonist screen; in the data active means activation above about 15%
Target sequence (O08726 whole entry, looked up): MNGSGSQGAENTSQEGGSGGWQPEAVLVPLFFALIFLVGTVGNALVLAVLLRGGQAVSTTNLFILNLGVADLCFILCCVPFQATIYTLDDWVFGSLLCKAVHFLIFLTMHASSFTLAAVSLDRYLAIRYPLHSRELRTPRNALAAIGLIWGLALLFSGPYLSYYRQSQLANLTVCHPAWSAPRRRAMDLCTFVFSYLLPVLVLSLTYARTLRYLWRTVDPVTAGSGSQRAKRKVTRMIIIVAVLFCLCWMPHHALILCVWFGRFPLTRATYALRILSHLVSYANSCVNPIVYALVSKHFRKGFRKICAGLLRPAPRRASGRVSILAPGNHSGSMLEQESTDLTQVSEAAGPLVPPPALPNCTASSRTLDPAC
NOTCH agonist: agonists of NOTCH signaling | NOTCH signaling luciferase reporter cells, luminescence | activation, % at 2.5 µM | 15,000 tested, 0.4% active | AID 434982, 2010; in the data active means activation above about 2.2%
Starred values were filed as active, the others as inactive. Unless noted, no stated cut-off is given here; in the data, active means inhibition above about 75%; inactive means the rest. Rows were taken by chance (roughly 4.7% active in at least one column).

O=S(=O)(NCC1CC1)c1cc(Cl)cc(Cl)c1 was read as Nox1 inhibitor -19, TLR4 MyD88 blk 7, PME-1 Maybridge 2, Luminol counter 0, OPRK1 antag MB -5, S1P1 ag 16, rat GALR2 ag 3 and NOTCH agonist -0.3.
Screening CC(C)(C)C(=O)OCC(N)=S returned Nox1 inhibitor -8, TLR4 MyD88 blk -7, PME-1 Maybridge -2, Luminol counter -3, OPRK1 antag MB -12, S1P1 ag -5, rat GALR2 ag -7 and NOTCH agonist -0.1.
For FC(F)(F)c1ccnc(NCc2ccc3c(c2)OCO3)n1 the results were Nox1 inhibitor 10, TLR4 MyD88 blk 2, PME-1 Maybridge -1, Luminol counter -4, OPRK1 antag MB -2, S1P1 ag 7, rat GALR2 ag -6 and NOTCH agonist 0.0.
For N/C(=N\O)c1ccc2nonc2c1 the results were Nox1 inhibitor -14, TLR4 MyD88 blk 9, PME-1 Maybridge -8, Luminol counter 2, OPRK1 antag MB 31, S1P1 ag 24, rat GALR2 ag -9 and NOTCH agonist -1.1.
`CC(=O)N(c1ccc(NS(=O)(=O)c2c(C)noc2C)cn1)S(=O)(=O)c1c(C)noc1C` gave Nox1 inhibitor -41, TLR4 MyD88 blk 3, PME-1 Maybridge 3, Luminol counter 0, OPRK1 antag MB 10, S1P1 ag -13 and rat GALR2 ag -5.
`O=C(NCc1ccccc1)c1ccc2snnc2c1` gave Nox1 inhibitor -5, TLR4 MyD88 blk -4, PME-1 Maybridge 3, Luminol counter 1, OPRK1 antag MB -4, S1P1 ag -7 and rat GALR2 ag -8.
`N#CC(=C1SCCCS1)S(=O)(=O)c1cccs1` gave Nox1 inhibitor -20, TLR4 MyD88 blk 3, PME-1 Maybridge 1, Luminol counter 1, OPRK1 antag MB 2, S1P1 ag -7, rat GALR2 ag -7 and NOTCH agonist -0.5.
`O=C(O)CC1(CC(=O)N2CCC(n3cccc3)CC2)CCCC1` gave Nox1 inhibitor -35, TLR4 MyD88 blk -2, PME-1 Maybridge -1, Luminol counter 15, OPRK1 antag MB 0, S1P1 ag -9, rat GALR2 ag -6 and NOTCH agonist -0.3.
`CC(C)N1CC(COc2ccc(Cl)cc2Cl)OC1=O` (stereo unspecified) gave Nox1 inhibitor -4, TLR4 MyD88 blk -9, PME-1 Maybridge 7, Luminol counter -6, OPRK1 antag MB -5, S1P1 ag -6, rat GALR2 ag -6 and NOTCH agonist -5.5.
`Cc1nc(C(=O)NNC(=O)c2cccc(Cl)c2)c(C(F)(F)F)o1` gave Nox1 inhibitor -11, TLR4 MyD88 blk -8, PME-1 Maybridge 7, Luminol counter 4, OPRK1 antag MB -6, S1P1 ag 1, rat GALR2 ag -4 and NOTCH agonist 0.3.
CCCc1cnc(NCCNCC(O)COc2ccccc2)nc1 (stereo unspecified) was read as Nox1 inhibitor -11, TLR4 MyD88 blk 1, PME-1 Maybridge 5, Luminol counter -5, OPRK1 antag MB 1, S1P1 ag -2, rat GALR2 ag -8 and NOTCH agonist -0.1.
`CC(=O)c1sccc1NC(=O)CSCc1ccc(Cl)cc1` gave Nox1 inhibitor -15, TLR4 MyD88 blk -3, PME-1 Maybridge 4, Luminol counter -6, OPRK1 antag MB -3, S1P1 ag -14, rat GALR2 ag -9 and NOTCH agonist -1.0.
Screening Cc1cc(C)nc(NNC(=O)CC(=O)NNc2nc(C)cc(C)n2)n1 returned Nox1 inhibitor -16, TLR4 MyD88 blk 12, PME-1 Maybridge -2, Luminol counter 30, OPRK1 antag MB 1, S1P1 ag 35, rat GALR2 ag -4 and NOTCH agonist -0.7.
`CCn1nc(C)c([N+](=O)[O-])c1C(=O)NCC(=O)c1ccc(Cl)cc1` gave Nox1 inhibitor -7, TLR4 MyD88 blk -3, PME-1 Maybridge 4, Luminol counter -5, OPRK1 antag MB -2, S1P1 ag 3, rat GALR2 ag -8 and NOTCH agonist 0.0.
`COC(=O)c1ccccc1SCC(C)=O` gave Nox1 inhibitor -6, TLR4 MyD88 blk 0, PME-1 Maybridge 0, Luminol counter -4, OPRK1 antag MB -4, S1P1 ag -4, rat GALR2 ag -7 and NOTCH agonist -0.1.
For NNC(=O)c1nc(-c2ccc(OC(F)(F)F)cc2)no1 the results were Nox1 inhibitor 16, TLR4 MyD88 blk 1, PME-1 Maybridge -1, Luminol counter 2, OPRK1 antag MB 4, S1P1 ag 0, rat GALR2 ag -7 and NOTCH agonist 0.0.
COC(=O)/C(C#N)=C1\NC(C)=NC(SC)=C1C#N was read as Nox1 inhibitor -12, TLR4 MyD88 blk 1, PME-1 Maybridge -3, Luminol counter 2, OPRK1 antag MB 6, S1P1 ag 10, rat GALR2 ag -5 and NOTCH agonist -0.2.
Screening FC(F)(F)c1cnc(NCCCNC(=S)Nc2cccnc2)c(Cl)c1 returned Nox1 inhibitor 25, TLR4 MyD88 blk 0, PME-1 Maybridge 6, Luminol counter -3, OPRK1 antag MB 14, S1P1 ag 24, rat GALR2 ag -7 and NOTCH agonist 2.8*.
For N#CCS(=O)(=O)c1ccsc1 the results were Nox1 inhibitor -47, TLR4 MyD88 blk 1, PME-1 Maybridge 2, Luminol counter -4, OPRK1 antag MB 3, S1P1 ag -23, rat GALR2 ag -6 and NOTCH agonist -0.5.
For O=C(OCc1ccc(Cl)cc1Cl)c1cccs1 the results were Nox1 inhibitor -20, TLR4 MyD88 blk -6, PME-1 Maybridge 6, Luminol counter -7, OPRK1 antag MB 12, S1P1 ag 0, rat GALR2 ag -7 and NOTCH agonist 0.0.
`O=c1c2c(nc3nc[nH]n13)CCC2` gave Nox1 inhibitor -26, TLR4 MyD88 blk -2, PME-1 Maybridge -4, Luminol counter 3, OPRK1 antag MB -20, S1P1 ag 1, rat GALR2 ag -6 and NOTCH agonist 0.1.
For COc1ccc(Br)c(C(=O)NC(=S)Nc2ccc(F)cc2)c1 the results were Nox1 inhibitor -2, TLR4 MyD88 blk 2, PME-1 Maybridge 9, Luminol counter 3, OPRK1 antag MB -8, S1P1 ag 4, rat GALR2 ag -5 and NOTCH agonist -0.2.
Screening Cc1c(Cl)cccc1NC(=O)N1CCC(O)CC1 returned Nox1 inhibitor -17, TLR4 MyD88 blk -8, PME-1 Maybridge -2, Luminol counter 3, OPRK1 antag MB -3, S1P1 ag -2, rat GALR2 ag -3 and NOTCH agonist 0.3.
Screening CC(Oc1ccc(I)cc1)C(=O)Nc1ccc(Br)cc1 (stereo unspecified) returned Nox1 inhibitor -15, TLR4 MyD88 blk -1, PME-1 Maybridge 3, Luminol counter -1, OPRK1 antag MB -8, S1P1 ag -22 and rat GALR2 ag -8.
For Cc1cc(NC(=O)c2cccs2)c([N+](=O)[O-])cc1C the results were Nox1 inhibitor 7, TLR4 MyD88 blk -4, PME-1 Maybridge 7, Luminol counter -3, OPRK1 antag MB 18, S1P1 ag 2, rat GALR2 ag -8 and NOTCH agonist -0.3.
Screening COc1ccc(C(=O)COc2cc(=O)oc3ccccc23)cc1 returned Nox1 inhibitor -36, TLR4 MyD88 blk 1, PME-1 Maybridge 0, Luminol counter -1, OPRK1 antag MB 12, S1P1 ag -2, rat GALR2 ag -5 and NOTCH agonist -0.3.
Screening CC(C)(C)/C=N/NC(=O)Cn1cc(Cl)c(=O)c(Cl)c1 returned Nox1 inhibitor 0, TLR4 MyD88 blk -9, PME-1 Maybridge 2, Luminol counter -2, OPRK1 antag MB 12, S1P1 ag -2, rat GALR2 ag -4 and NOTCH agonist 0.4.
Screening Cc1occc(=O)c1OCc1ccc(Cl)cc1 returned Nox1 inhibitor -26, TLR4 MyD88 blk 5, PME-1 Maybridge -1, Luminol counter 2, OPRK1 antag MB -3, S1P1 ag -23, rat GALR2 ag 1 and NOTCH agonist -0.3.
`CC(=O)Nc1ccc(S(=O)(=O)Nc2nc3ccccc3nc2Nc2ccc(C(=O)O)c(O)c2)cc1` gave Nox1 inhibitor 35, TLR4 MyD88 blk -7, PME-1 Maybridge -1, Luminol counter 26, OPRK1 antag MB 1, S1P1 ag -8, rat GALR2 ag -4 and NOTCH agonist -4.6.
For O=S(=O)(Oc1ccc(F)cc1F)c1cccc(S(=O)(=O)Oc2ccc(F)cc2F)c1 the results were Nox1 inhibitor -54, PME-1 Maybridge -13, Luminol counter 2, OPRK1 antag MB -3, S1P1 ag 8, rat GALR2 ag -6 and NOTCH agonist -0.3.

A portion taken from the entries so far, for reference:
For COc1ccc(Br)c(C(=O)NC(=S)Nc2ccc(F)cc2)c1 the results were Nox1 inhibitor -2, TLR4 MyD88 blk 2, PME-1 Maybridge 9, Luminol counter 3, OPRK1 antag MB -8, S1P1 ag 4, rat GALR2 ag -5 and NOTCH agonist -0.2.
Screening Cc1c(Cl)cccc1NC(=O)N1CCC(O)CC1 returned Nox1 inhibitor -17, TLR4 MyD88 blk -8, PME-1 Maybridge -2, Luminol counter 3, OPRK1 antag MB -3, S1P1 ag -2, rat GALR2 ag -3 and NOTCH agonist 0.3.
Screening CC(Oc1ccc(I)cc1)C(=O)Nc1ccc(Br)cc1 (stereo unspecified) returned Nox1 inhibitor -15, TLR4 MyD88 blk -1, PME-1 Maybridge 3, Luminol counter -1, OPRK1 antag MB -8, S1P1 ag -22 and rat GALR2 ag -8.
For Cc1cc(NC(=O)c2cccs2)c([N+](=O)[O-])cc1C the results were Nox1 inhibitor 7, TLR4 MyD88 blk -4, PME-1 Maybridge 7, Luminol counter -3, OPRK1 antag MB 18, S1P1 ag 2, rat GALR2 ag -8 and NOTCH agonist -0.3.
Screening COc1ccc(C(=O)COc2cc(=O)oc3ccccc23)cc1 returned Nox1 inhibitor -36, TLR4 MyD88 blk 1, PME-1 Maybridge 0, Luminol counter -1, OPRK1 antag MB 12, S1P1 ag -2, rat GALR2 ag -5 and NOTCH agonist -0.3.

Next compounds
Screening CCCc1cnc(N2CCSCC2)nc1 returned Nox1 inhibitor -25, TLR4 MyD88 blk 6, PME-1 Maybridge 0, Luminol counter 0, OPRK1 antag MB 29, S1P1 ag -2, rat GALR2 ag -7 and NOTCH agonist -0.7.
Screening Nc1ncnc(Nc2ccc(Oc3ccc(Cl)cc3)cc2)n1 returned Nox1 inhibitor -75, TLR4 MyD88 blk 9, PME-1 Maybridge -1, Luminol counter 3, OPRK1 antag MB 5, S1P1 ag 26, rat GALR2 ag -7 and NOTCH agonist -0.7.
Screening COC(=O)c1sccc1N(C)S(C)(=O)=O returned Nox1 inhibitor -8, TLR4 MyD88 blk -1, PME-1 Maybridge 3, Luminol counter -2, OPRK1 antag MB -2, S1P1 ag -4, rat GALR2 ag -7 and NOTCH agonist -0.4.
`CC1CC(=O)Nc2ccccc2N1S(=O)(=O)c1cccc2nonc12` (stereo unspecified) gave Nox1 inhibitor -81, TLR4 MyD88 blk 20, PME-1 Maybridge -3, Luminol counter 2, OPRK1 antag MB 22, S1P1 ag 15, rat GALR2 ag -4 and NOTCH agonist 0.0.
For CCn1c(O)c(C#N)c(C)cc1=O the results were Nox1 inhibitor -80, TLR4 MyD88 blk 6, PME-1 Maybridge 3, Luminol counter 6, OPRK1 antag MB 4, S1P1 ag -20, rat GALR2 ag -3 and NOTCH agonist 0.4.
`N#C/C(=C\Nc1ccccn1)C(=O)C1CC1` gave Nox1 inhibitor -66, TLR4 MyD88 blk 11, PME-1 Maybridge -4, Luminol counter 4, OPRK1 antag MB -3, S1P1 ag 4, rat GALR2 ag -2 and NOTCH agonist -0.5.
CCN(Cc1ccccc1)c1nc2c(c(=O)n(C)c(=O)n2C)n1CCO was read as Nox1 inhibitor 4, TLR4 MyD88 blk 4, PME-1 Maybridge 6, Luminol counter -6, OPRK1 antag MB 5, S1P1 ag 22, rat GALR2 ag -8 and NOTCH agonist -0.8.
For Cc1ccc(-c2cc(Cc3ccncc3)c(=O)[nH]n2)cc1 the results were Nox1 inhibitor 8, TLR4 MyD88 blk -11, PME-1 Maybridge 0, Luminol counter -3, OPRK1 antag MB -10, S1P1 ag -16 and rat GALR2 ag -5.
Screening O=C(Nc1ccccc1)Nc1ccc(Cl)cc1[N+](=O)[O-] returned Nox1 inhibitor 11, TLR4 MyD88 blk -4, PME-1 Maybridge -47, Luminol counter 5, OPRK1 antag MB -8, S1P1 ag 17, rat GALR2 ag -9 and NOTCH agonist -0.6.
For CCOC(=O)C1(C#N)C(c2ccc(OC)cc2)C(c2cccs2)=NN1c1ccc([N+](=O)[O-])cc1 (stereo unspecified) the results were Nox1 inhibitor 0, TLR4 MyD88 blk 5, PME-1 Maybridge -3, Luminol counter -2, OPRK1 antag MB 37, S1P1 ag 12, rat GALR2 ag -4 and NOTCH agonist 0.8.
NC(=O)c1c2ccccc2nc2ccccc12 was read as Nox1 inhibitor -13, TLR4 MyD88 blk 2, PME-1 Maybridge 2, Luminol counter -9, OPRK1 antag MB 3, S1P1 ag -2, rat GALR2 ag -4 and NOTCH agonist 0.8.
